Bioassay records as filed in PubChem BioAssay.
GLD-1 RNA inh: GLD-1-TGE RNA interaction inhibition (C. elegans); 320,000 compounds, 0.44% hits; inhibition, % at 5.96 µM; purified GLD-1 + fluorescein TGE RNA, fluorescence polarization;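 active = percent inhibition above a per-plate cutoff, the plate mean of test compounds plus 3 SD, cut at about 30% in these data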;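 also: 0% = DMSO wells with GLD-1 and probe and 100% = wells lacking GLD-1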
MCL1 BIM primary: disrupts human MCL1 binding to BIM-BH3 peptide; AID 2057; inhibition, % at 10.9 µM; GST-MCL1 / FITC-Bim-BH3 fluorescence polarization; 320,000 compounds, 0.68% hits; Q07820;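 active = inhibition above the mean inhibition of all tested compounds plus 3 SD, set per campaign, cut at about 40% in these data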;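 also: 0% = DMSO wells and 100% = unlabeled Bim-BH3 peptide control; higher means more loss of mP so more displacement of Bim peptide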
Target sequence (Q07820 whole entry, looked up): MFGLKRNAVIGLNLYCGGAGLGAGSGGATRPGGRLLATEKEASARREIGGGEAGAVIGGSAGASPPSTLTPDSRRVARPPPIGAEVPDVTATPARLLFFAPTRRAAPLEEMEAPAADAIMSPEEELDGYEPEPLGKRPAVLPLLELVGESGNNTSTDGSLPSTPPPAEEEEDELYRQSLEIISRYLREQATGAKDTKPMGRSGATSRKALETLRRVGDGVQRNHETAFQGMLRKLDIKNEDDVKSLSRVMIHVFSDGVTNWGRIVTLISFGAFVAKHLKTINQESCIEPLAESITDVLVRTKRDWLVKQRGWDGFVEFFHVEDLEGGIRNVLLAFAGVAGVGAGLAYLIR
VLA-4 inh: inhibition in a human VLA-4 binding assay; P13612; VLA-4 expressing cells, ligand binding flow cytometry; inhibition, % (about 7 µM as worked out from the volumes in the protocol); 330,000 compounds, 0.2% hits; AID 2557; in the data active = inhibition above about 50%
Bcl-xL primary: blocks human Bcl-xL binding to Bim BH3 peptide; inhibition, % at 10.9 µM; AID 2129; 320,000 compounds, 0.7% hits; GST-Bcl-xL / FITC-Bim BH3 peptide fluorescence polarization; Q07817;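 active = inhibition above the mean of all tested compounds plus 3 SD, cutoff set per campaign, cut at about 30% in these data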;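 also: 0% = DMSO wells and 100% = unlabeled Bim-BH3 peptide competitor; inhibitors lower millipolarization by displacing the labeled peptide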
Fam108B counter: Fam108B inhibition, counter-screen for RBBP9 inhibitors; recombinant Fam108B, FP-Rh probe fluorescence polarization; inhibition, % at 9.51 µM; 300,000 compounds, 0.33% hits; AID 1947;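 active = inhibition above the screen mean inhibition plus 3 SD, computed separately per campaign, cut at about 18% in these data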;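 also: inhibitors lower polarization as less probe binds the enzyme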
GRK2 inh: inhibitors of human GRK2 displacing RNA aptamer; P25098; bead flow cytometry, FAM-aptamer displacement from GRK2; inhibition of aptamer binding, % at 10 µM; 330,000 compounds, 0.59% hits; AID 488847;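 active = inhibition of aptamer binding above 40%, roughly 3 SD of noise, on plates passing a quality check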;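 also: median bead fluorescence of bound FAM aptamer so fluorescent compounds give negative values; no value below 0 was filed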
MEX-5 binding: C. elegans MEX-5 TCR-2 RNA binding activity; MEX-5/FITC-TCR2 RNA binding, fluorescence polarization; active compounds read low; AID 1832; 300,000 compounds, 0.38% hits; Q9XUB2; activity score (negative = inhibition of binding), % at 10 µM;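 active = inhibition past about -25% in most replicates, and total fluorescence under double the plate's negative control median, limit read from the data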;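 also: 0% = DMSO and -100% = 5 µM competing unlabeled TCR2 RNA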
Target sequence (Q9XUB2 whole entry, looked up): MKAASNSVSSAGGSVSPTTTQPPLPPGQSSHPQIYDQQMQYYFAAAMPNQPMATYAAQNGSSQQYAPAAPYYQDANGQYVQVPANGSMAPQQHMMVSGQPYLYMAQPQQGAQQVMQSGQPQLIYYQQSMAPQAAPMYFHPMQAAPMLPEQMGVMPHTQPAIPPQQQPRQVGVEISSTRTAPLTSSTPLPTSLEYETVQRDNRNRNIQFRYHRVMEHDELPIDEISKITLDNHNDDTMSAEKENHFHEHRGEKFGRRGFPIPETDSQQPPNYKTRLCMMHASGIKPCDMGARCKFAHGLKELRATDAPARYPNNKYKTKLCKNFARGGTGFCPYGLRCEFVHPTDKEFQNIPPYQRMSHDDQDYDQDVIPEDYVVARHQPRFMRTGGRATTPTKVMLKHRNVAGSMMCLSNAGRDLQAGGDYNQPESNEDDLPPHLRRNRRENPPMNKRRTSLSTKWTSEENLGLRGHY
Efflux pump inh: antifungal efflux pump inhibition, Nile Red retention; 330,000 compounds, 0.44% hits; AID 485275; S. cerevisiae Candida pump triplex; inhibition, % at 10 µM;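 active = plate passing quality check with inhibition over a set limit, or well fluorescence over plate mean plus 4 SD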;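 also: Nile Red retained in pooled yeast measured as flow cytometry median fluorescence; 0% = buffer negative control and 100% = Enniatin B positive control; higher means more Nile Red kept so more efflux inhibition; some compounds called inactive have numbers as strong as hits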
PME-1 primary: PME-1 (human) inhibition; 320,000 compounds, 0.53% hits; Q9Y570; inhibition, % at 5.9 µM; recombinant PME-1, FP-Rh probe fluorescence polarization;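 active = inhibition above the campaign mean of all compounds plus 3 SD, cut at about 26% in these data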;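 also: competitive labeling of PME-1 active site by serine hydrolase directed probe; 0% = PME-1 with DMSO and 100% = wells lacking PME-1 enzyme; inhibitors block probe labeling so polarization falls and inhibition rises; many of its hits are not listed in these tables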
Active calls of the source: *; nt = not tested or not shown. Not all compounds are listed; count on the stated rates, not on these rows.

#	molecule	MEX-5 binding	GLD-1 RNA inh	GRK2 inh	VLA-4 inh	Bcl-xL primary	PME-1 primary	MCL1 BIM primary	Efflux pump inh	Fam108B counter
1	CCOC(=O)CC1(NC(=O)C2CCC(=O)N(Cc3ccccc3OC)C2)CCCCC1 (stereo not given)	4.2	nt	1	-3	nt	nt	nt	0.0	nt
2	O=C(CCCn1cnc([N+](=O)[O-])n1)Nc1cccc(Cl)c1Cl	-0.1	1	3	14	0	-3	3	-0.1	-1
3	c1csc(C(c2nnnn2C2CCCCC2)N2CCCC3(CCCCC3)C2)c1 (stereo not given)	-5.6	0	0	3	1	-2	-8	0.3	-10
4	COc1ccc(N2C(=O)CC(c3cc(OC)c(OC)c(OC)c3)CC2=O)cc1	-2.3	2	0	-2	2	0	-2	-0.2	5
5	Cc1c(NC(=O)CSc2ccc3c(c2)OCCO3)c(=O)n(-c2ccccc2)n1C	1.5	-2	0	8	10	1	6	0.1	0
6	CCOC(=O)C1CCN(S(=O)(=O)c2cc(F)ccc2OC)CC1	2.7	-1	0	3	1	-1	5	-0.1	3
7	CSCCC(NC(=O)c1ccccc1)C(=O)Nc1ccc(C)cc1 (stereo not given)	0.7	0	1	8	7	3	9	-0.1	-1
8	COc1cc(NC(=S)NN2CCN(C)CC2)cc(OC)c1OC	2.7	2	0	13	7	2	22	-0.2	-1
9	NC(=O)[C@@H]1CCCN1C(=O)c1ccc2nc(Cc3cccc(Cl)c3)oc2c1	1.1	0	0	-3	0	2	5	-0.1	2
10	CCCCCC(=O)Nc1cccc(C2=NOC3(C2)C[C@@H](C(N)=O)N(C(=O)c2cc([N+](=O)[O-])cc([N+](=O)[O-])c2)C3)c1 (stereo not given in full)	-0.6	6	6	-8	4	0	-1	0.1	6
11	CCC1CCCCN1S(=O)(=O)c1ccccc1[N+](=O)[O-] (stereo not given)	-3.4	-3	1	2	0	1	-4	0.7	-2
12	CCn1c(N2CCN(CC(=O)c3c(C)n(C)c4ccccc34)CC2)nc2c1c(=O)[nH]c(=O)n2C	1.3	-2	1	-25	-15	-1	-16	-0.1	4
13	Cc1ccc(N/N=C(\C#N)C(=N)N2CCOCC2)cc1	0.1	4	0	3	6	2	5	-0.1	7
14	N#CC1=C(SCc2ccccc2Cl)NC(=O)C(C(N)=O)C1 (stereo not given)	2.2	4	3	-2	-1	-4	-2	-0.1	-2
15	CCCCn1c(SCC2CCCCO2)nc2cc(S(N)(=O)=O)ccc21 (stereo not given)	0.9	7	3	1	-10	3	-7	0.0	1

2 neighbouring entries out of the list so far:
#	molecule	MEX-5 binding	GLD-1 RNA inh	GRK2 inh	VLA-4 inh	Bcl-xL primary	PME-1 primary	MCL1 BIM primary	Efflux pump inh	Fam108B counter
14	N#CC1=C(SCc2ccccc2Cl)NC(=O)C(C(N)=O)C1 (stereo not given)	2.2	4	3	-2	-1	-4	-2	-0.1	-2
15	CCCCn1c(SCC2CCCCO2)nc2cc(S(N)(=O)=O)ccc21 (stereo not given)	0.9	7	3	1	-10	3	-7	0.0	1

The list goes on.
#	molecule	MEX-5 binding	GLD-1 RNA inh	GRK2 inh	VLA-4 inh	Bcl-xL primary	PME-1 primary	MCL1 BIM primary	Efflux pump inh	Fam108B counter
16	Cc1c(OCC(=O)N(C)c2ccccc2)ccc2c3c(c(=O)oc12)CCC3	-2.4	-7	2	4	-1	2	0	0.0	-4
17	Cc1cc(Sc2nnc(N)s2)c2ccccc2n1	-0.6	1	2	0	4	-2	-1	0.1	-1
18	CCCCS(=O)(=O)N1CCCC(C(=O)NCCc2ccccc2)C1 (stereo not given)	-4.0	-9	3	-6	3	-4	-1	0.4	2
19	Cc1ccc(OC(=O)c2cncc(Br)c2)c(C)c1	2.2	2	4	14	-3	-6	1	0.0	0
20	CCOc1ccc(Cn2c(C)nc([N+](=O)[O-])c2SCC(O)CCl)cc1[N+](=O)[O-] (stereo not given)	2.1	6	1	3	2	8	2	0.1	-1
21	C[C@@H](NC(=O)/C(C#N)=C/c1ccc(O)c(O)c1)c1ccccc1	nt	4	2	-4	6	11	27	0.6	0
22	COc1ccc(C2=CC(c3c(C)nn(-c4ccccc4)c3Cl)n3nnnc3N2)cc1OC (stereo not given)	nt	28	1	0	13	0	20	0.1	-2
23	N#Cc1cc2ccccc2nc1SCC(=O)NC1CC1	-0.7	2	6	-18	8	1	4	-0.5	0
24	CSC(=S)NCc1cccnc1	1.6	3	2	2	5	4	12	-0.1	3
25	CCn1c(/C(C#N)=C(\O)CCc2ccccc2)nc2ccccc21	2.6	2	0	-5	-2	-4	-1	-0.1	-2
26	COc1ccc(CCNC(=O)C(=O)c2c(C)n(C)c3ccccc23)cc1OC	3.4	11	4	16	5	-1	4	-0.1	-3
27	CCOn1c(=O)c(C)[n+]([O-])c2ccccc21	1.4	-3	1	-4	3	-3	5	0.0	-2
28	CN(CC(=O)Nc1ccc(Cl)cc1)C(=O)c1ccc(NS(=O)(=O)c2ccc3[nH]c(=O)[nH]c3c2)cc1	0.1	2	0	0	5	-5	7	-0.1	-2
29	Cc1cc(NC(=O)CSc2nc(=O)n3cccc(C)c3n2)no1	0.0	1	0	6	1	0	1	0.2	2
30	CN(NC(=O)c1ccccc1F)c1ccc([N+](=O)[O-])cn1	1.4	-5	5	-4	2	4	-5	0.0	5
31	COC(=O)CN1C(=O)[C@H]2[C@@H](C3CC3)N3C(=O)CN(Cc4ccccn4)C(=O)[C@@]3(Cc3ccccc3)[C@H]2C1=O	0.6	-6	3	27	9	-2	5	-0.1	1
32	CCCOC(=O)c1ccc(Cl)c(NC(=O)c2ccc(-c3ccccc3)cc2)c1	0.0	1	1	5	1	1	2	0.0	5
33	COc1cc(CCC(=O)OCC(=O)NCc2ccc(Cl)cc2)cc(OC)c1OC	-2.2	-3	0	-1	-3	-8	4	-0.1	-2
34	Cc1cc(C(=O)CSc2nn(-c3ccccc3)c(=S)s2)c(C)n1Cc1ccco1	4.5	-18	0	-9	1	-7	-9	0.1	-5
35	O=C(N1CCN(c2ccccc2)CC1)C(F)(F)C(F)(F)F	1.6	2	0	2	-6	0	-3	-0.1	-2
36	CC1(C(=O)NC23CC4CC(CC(C4)C2)C3)CC1(Cl)Cl (stereo not given)	-3.0	-2	1	-2	1	-1	1	0.2	4
37	COc1ccc(/C=C2\CCCc3c2nc2ccc(C)cc2c3C(=O)O)cc1O	-5.4	0	2	-2	17	0	8	0.2	1
38	COc1cc(NC(=O)CSc2nnc3ccccn23)cc(OC)c1	nt	1	0	5	7	4	2	0.0	nt
39	COc1ccccc1N1CCN(S(=O)(=O)c2ccc(-c3ccc(=O)[nH]n3)o2)CC1	0.5	6	0	13	1	1	1	0.1	-2
40	CCOC(=O)c1ccc(NC(=O)c2ccc3c(c2)C(=O)N(CC2CCCO2)C3=O)cc1 (stereo not given)	-0.1	4	0	-1	6	-7	9	-0.1	0
41	COCCCn1c(C(=O)N2CCOCC2)cc2c(=O)n3ccccc3nc21	3.0	4	0	18	2	-3	6	0.0	0
42	Cc1cc(C)cc(Oc2c(C(F)(F)F)oc3cc(OCC(=O)O)ccc3c2=O)c1	2.3	9	1	3	3	-3	10	-0.2	4
43	O=C(c1ccco1)N1CCN(S(=O)(=O)c2ccc(S(=O)(=O)NC3CC3)cc2)CC1	1.9	4	0	-15	1	4	3	0.0	-4
44	COc1cc(C(=O)COC(=O)C2CCN(c3ccc(C(F)(F)F)cn3)CC2)ccc1OC(F)F	-2.8	5	2	13	4	-4	-6	-0.3	-5
45	COc1ccc(C2=C/C(=C\c3cccc(OC(C)=O)c3)C(=O)O2)cc1	-4.6	-2	3	6	-14	-8	-33	0.0	-2
46	CCCCCC1CC(CC(=O)Nc2ccc([N+](=O)[O-])cc2)OC1=O (stereo not given)	1.0	-8	2	5	3	6	0	0.0	0
47	Cc1nc2nc(-c3ccccc3)[nH]n2c(=O)c1C	-1.5	5	0	2	0	1	1	-0.1	-1
48	Nc1nc(SCC(=O)Nc2ccccc2Sc2ccccc2)n[nH]1	0.8	6	0	7	7	8	-2	0.1	0
49	CCOC(=O)C1=C(CSc2nc(CC)c(C)cc2C#N)OC(N)=C(C#N)C1c1ccccc1 (stereo not given)	-0.1	-24	0	13	2	-16	-4	0.0	-6
50	Cc1cc(C)c(NC(=O)CSc2nnc(-c3ccco3)n2N)c(C)c1	0.7	14	3	-3	2	7	5	-0.1	-1
51	O=C(COC(=O)/C=C/c1ccc(F)cc1)NCC1CCCO1 (stereo not given)	nt	4	0	-2	nt	nt	nt	0.1	nt
52	Cn1c(SCc2ccccc2)nc2c1c(=O)[nH]c(=O)n2C	2.7	-2	4	-2	4	-8	4	-0.1	-1
53	C/C(=C\c1ccccc1)C(=O)Nc1ccc(Cl)cn1	1.4	8	0	-1	0	-3	-10	0.1	-4
54	O=C(C1=C(Nc2ccccc2)c2ccccc2S(=O)(=O)N1)c1ccccc1	-2.4	17	0	19	2	-2	-1	0.6	-5
55	O=C(CN1C(=O)NC(c2ccccc2)(c2ccccc2)C1=O)N1CCOCC1	nt	-1	0	-32	4	0	0	-0.1	nt
56	CC(C)(C)NC(=O)c1ccc(Cn2cc(C(F)(F)F)ccc2=O)cc1	0.7	-5	1	6	3	-7	-2	0.2	-5
57	CC(=O)OCC1OC(n2cc(F)c(=O)[nH]c2=O)C(OC(C)=O)C1OC(C)=O (stereo not given)	1.3	2	0	2	7	3	5	0.0	-1
58	CC(C)NC(=O)Cc1ccc(Br)cc1	3.7	1	0	35	6	-1	5	0.2	0
59	O=C(OC(C(=O)NC1CCCC1)c1ccc(F)cc1)c1ccno1 (stereo not given)	2.5	11	0	-1	5	3	8	-0.1	3
60	S=C(NCc1ccc(Cl)c(Cl)c1)Nc1ccc2c(c1)OCO2	2.9	7	0	-3	3	4	6	-0.2	6
